TRPC6 act: activates the mouse TRPC6 cation channel; Q61143; HEK293-TRPC6 membrane potential dye fluorescence; stronger effect = higher value; B-score at 10 µM; 0.13% of 310,000 active;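 active means B-score of the integrated fluorescence ratio above library mean plus 3 SD, and starting fluorescence ratio within library mean plus 5 SD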;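 further: higher score means more depolarization so channel activation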
Target sequence (Q61143 whole entry, looked up): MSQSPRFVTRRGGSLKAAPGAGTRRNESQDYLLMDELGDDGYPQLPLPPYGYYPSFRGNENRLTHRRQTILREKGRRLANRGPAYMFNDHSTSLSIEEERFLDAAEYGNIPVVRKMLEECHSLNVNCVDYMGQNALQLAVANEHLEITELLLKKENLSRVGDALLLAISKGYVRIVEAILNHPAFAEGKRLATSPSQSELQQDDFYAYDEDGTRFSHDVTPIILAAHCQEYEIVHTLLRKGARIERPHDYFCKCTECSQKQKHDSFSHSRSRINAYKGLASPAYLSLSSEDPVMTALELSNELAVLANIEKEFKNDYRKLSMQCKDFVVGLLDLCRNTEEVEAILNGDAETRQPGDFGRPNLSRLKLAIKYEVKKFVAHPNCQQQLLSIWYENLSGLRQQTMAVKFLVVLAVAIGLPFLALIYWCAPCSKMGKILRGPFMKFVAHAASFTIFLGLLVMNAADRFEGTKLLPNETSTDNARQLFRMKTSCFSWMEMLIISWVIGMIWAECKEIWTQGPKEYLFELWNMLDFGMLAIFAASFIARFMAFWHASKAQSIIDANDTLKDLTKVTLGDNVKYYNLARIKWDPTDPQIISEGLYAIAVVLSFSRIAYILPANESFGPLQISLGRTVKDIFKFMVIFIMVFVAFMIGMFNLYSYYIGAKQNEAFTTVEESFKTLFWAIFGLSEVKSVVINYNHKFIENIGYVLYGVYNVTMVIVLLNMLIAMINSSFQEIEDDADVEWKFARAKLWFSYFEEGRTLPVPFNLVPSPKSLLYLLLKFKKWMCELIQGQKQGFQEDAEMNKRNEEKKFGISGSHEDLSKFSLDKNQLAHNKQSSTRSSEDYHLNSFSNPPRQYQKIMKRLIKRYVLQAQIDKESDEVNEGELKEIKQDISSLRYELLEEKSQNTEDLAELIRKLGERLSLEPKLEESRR
RGS4 block: human RGS4 inhibition; P49798; HEK293 M3R/RGS4 inducible, Fluo-4 calcium flux; stronger effect = higher value; triggered by carbachol at its EC20; B-score at 10 µM; 0.45% of 310,000 active; AID 463165;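 active means B-score, a plate-corrected calcium signal, over three deviations above library mean, with baseline fluorescence within five deviations of library mean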;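 further: RGS4 expression induced by doxycycline in cells with stable M3 receptor; B-score is computed from the integrated fluorescence ratio over baseline after carbachol; higher B-score means a larger calcium signal and so more RGS4 inhibition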
Target sequence (P49798 whole entry, looked up): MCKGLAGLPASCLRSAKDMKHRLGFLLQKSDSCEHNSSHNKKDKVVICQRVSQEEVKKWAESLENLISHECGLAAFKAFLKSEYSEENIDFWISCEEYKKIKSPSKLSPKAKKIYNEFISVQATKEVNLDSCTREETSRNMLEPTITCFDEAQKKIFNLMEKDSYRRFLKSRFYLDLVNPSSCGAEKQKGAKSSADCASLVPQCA
MrgX1 agonist: human MrgX1 receptor agonism, primary screen. 0.44% of 310,000 active. MrgX1-HEK293 cells, Fluo-4 calcium fluorescence, agonist mode; stronger effect = higher value. Q96LB2. B-score at 10 µM;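 active means calcium response B-score plate-corrected fluorescence ratio at least 3 library SD, with starting fluorescence B-score inside 5 SD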
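System – MrgX1-expressing HEK293 cells · Incubation – cells plated overnight, dye loaded 0.5 h 37 °C, 0.5 h room temperature · Technique – kinetic Fluo-4 NW fluorescence of intracellular calcium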
MrgX1 allo act: human MrgX1 positive allosteric modulation, primary screen; Q96LB2; MrgX1-HEK293, Fluo-4 calcium flux, FDSS; stronger effect = higher value; B-score at 10 µM; 0.63% of 310,000 active;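 active means plate-corrected calcium response at least 3 library SD above typical, normal starting fluorescence, not activating the receptor alone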;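 further: compound read alongside a low EC10 to EC30 dose of BAM8-22 agonist; peak minus trough fluorescence over baseline measured at the second addition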
HDAC3 inh: inhibitors of human histone deacetylase 3 | O15379 | recombinant HDAC3, fluorogenic peptide/trypsin coupled, fluorescence | inhibition, % at 8.3 µM | 0.15% of 320,000 active | AID 2718; in the data active means inhibition above about 26%, passing the limit was not always enough
TMEM16A act: activates or potentiates the mouse TMEM16A chloride channel; B-score at 10 µM; HEK293 TMEM16A/YFP-H148Q/I152L, iodide quench fluorescence; stronger effect = lower value; Q8BHY3; 0.3% of 340,000 active; AID 623877;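 active means fluorescence-ratio B-score plate-corrected deviation score at least 3 library SD below zero, with starting fluorescence score within 5 deviations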;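 further: channel opened by trigger with iodide after compound preincubation; score built on the fluorescence ratio of max minus min over baseline; more negative score means more quench and so TMEM16A activation or potentiation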
TRPC6 inh: mouse TRPC6 channel inhibition | HEK293-TRPC6, membrane potential dye, ACh-evoked depolarization; stronger effect = lower value | B-score at 10 µM | 1.1% of 310,000 active | AID 2553;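 active means B-score under library mean minus 3 SD, initial fluorescence not abnormally high, positive integrated signal ratio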;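 further: B-score derived from integrated fluorescence ratio over the kinetic read; more negative B-score means stronger inhibition of depolarization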
MrgX1 antagonist: blocks BAM8-22 activation of human MrgX1 receptor. Q96LB2. MRGX1-HEK293 calcium flux, Fluo-4, BAM8-22 antagonism; stronger effect = lower value. B-score at 10 µM. 1.3% of 310,000 active. AID 588676;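 active means calcium-response B-score plate-corrected more than 3 library SD below zero, starting fluorescence within 5 deviations, no agonist response on first addition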;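 further: peak minus trough fluorescence over baseline after final BAM8-22 challenge near maximal dose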
RGS4 act: potentiators or activators of RGS4; HEK293 M3R/inducible RGS4, carbachol calcium flux Fluo4; stronger effect = lower value; B-score at 10 µM; 0.92% of 310,000 active; AID 463111;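 active means B-score of the integrated calcium signal more than 4 SD below the library mean, with starting fluorescence not abnormally high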;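 further: negative B-score means reduced calcium response which marks RGS4 activation or potentiation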
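Material: M3R-expressing HEK293 line, RGS4 induced by doxycycline | Schedule: Overnight RGS4 induction, 30 min dye load 37 °C, 20 min compound RT | Measured by: Fluo4 fluorescence kinetic imaging of calcium | Read-out: Integrated calcium ratio converted to B score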
SKKanGAS inh: inhibitors of SKKanGAS S. pyogenes growth in kanamycin (SK-promoter or general growth effect); BacTiter-Glo, 6 h; inhibition, % at 7.5 µM; 1.3% of 300,000 active; AID 1662;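 active means mean replicate score, as percent of positive control median, at least 50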;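 further: strain carries kanamycin resistance gene driven by streptokinase promoter and grows in 40 µg/ml kanamycin; loss of luminescence reflects streptokinase promoter inhibition or plain growth inhibition; 0% = median of DMSO wells and 100% = positive control at its reference dose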
TMEM16A inh: blocks the mouse calcium-activated chloride channel TMEM16A; Q8BHY3; HEK293 TMEM16A/YFP iodide influx fluorescence, ionomycin; normalized B-score (activity score, 25-100; higher = stronger inhibition) at 10 µM; 1.2% of 310,000 active;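 active means ratio plate-corrected score three or more library SD toward inhibition, starting fluorescence score within five deviations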;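 further: score derived from kinetic fluorescence span divided by baseline fluorescence per well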
The depositor's hits bear a star; i = inactive; x = not tested or not shown.

SMILES | TRPC6 act | RGS4 block | MrgX1 agonist | MrgX1 allo act | HDAC3 inh | TMEM16A act | TRPC6 inh | MrgX1 antagonist | RGS4 act | SKKanGAS inh | TMEM16A inh
COc1ccc(N2CCN(C(=O)C3CCN(S(=O)(=O)c4c(C)noc4/C=C/N(C)C)CC3)CC2)cc1 | i | i | i | i | 1.2 | i | i | i | i | -4.3 | i
CN(C(=O)CSc1nnc(Nc2ccccc2)s1)C1CCS(=O)(=O)C1 (centres undefined) | i | i | i | i | -5.5 | i | i | i | i | 7.4 | i
CCOC(=O)c1cc(CN2CCOCC2)oc1-c1ccccc1 | i | i | i | i | -0.9 | i | i | i | i | -1.1 | i
CC(=O)N1CCOc2ccc(S(=O)(=O)NCCc3ccc(S(N)(=O)=O)cc3)cc21 | i | i | i | i | 3.4 | i | i | i | i | -12.1 | i
CCOc1ccc(CNC(=O)c2ccc(Sc3ccc(C)cc3)c(NC(C)=O)c2)cc1OC | i | i | i | i | 1.2 | i | i | i | i | -17.2 | i
CC1(OC(=O)CCc2ccccc2)C(=O)C=C2C=C(c3ccc(C#N)cc3)N(CCN3CCOCC3)C=C2C1=O (centres undefined) | i | i | i | i | 4.4 | i | i | i | i | 1.1 | i
COc1ccc(-n2ncc3c(=O)n(CC(C)=O)cnc32)cc1 | i | i | i | i | -11.1 | i | i | i | i | -0.3 | i
O=C(N/N=C\c1c(O)ccc2ccccc12)c1cncc(Br)c1 | i | i | i | i | -6.7 | i | i | i | i | 106.2* | i
CC(C)c1ccc(C2CC(c3ccc(Br)cc3)=NN2C(N)=S)cc1 (centres undefined) | i | i | i | i | -1.9 | i | i | i | i | 16.3 | i
COCCn1c(SCC(=O)c2c[nH]c3ccccc23)nnc1-c1ccncc1 | i | i | i | i | x | i | i | i | i | 1.1 | i
CN(C)CCCCCCCCCCC(=O)/C=N/O | i | i | i | i | 7.1 | i | i | i | i | -4.0 | i
CCN(CC)c1ccc(C=Nc2ccc(C)cc2C)c(O)c1 | i | i | i | i | -0.3 | i | i | i | i | -2.2 | i
O=C(NC1CCCCC1)[C@H](O)[C@@H](O)C(=O)NC1CCCCC1 | i | i | i | i | -4.1 | i | i | i | i | -12.8 | i
Cc1ccc(-c2csc(NC(=O)CN3CCC(C(N)=O)CC3)n2)cc1 | i | i | i | i | -1.2 | i | i | i | i | -4.8 | i
CN(C(=O)CSc1nnc(CNC(=O)c2ccccc2)o1)c1ccccc1 | i | i | i | i | 1.1 | i | i | i | i | 14.2 | i
Fc1ccc(/C=N/Nc2ccccn2)cc1 | i | i | i | i | 3.2 | i | i | i | i | x | i
O=C(/C=C(\c1ccc(Cl)cc1)n1cncn1)c1ccc(Cl)cc1 | i | i | i | i | -1.3 | i | i | i | i | -8.4 | i
CN(C)c1ccc(/C=C(/NC(=O)c2ccccc2)C(=O)NCCN2CCOCC2)cc1 | i | i | i | i | 7.5 | i | i | i | i | 2.4 | i
C=CCC1(CC=C)CCCN1C(=O)CC1C(=O)NCCN1Cc1ccccc1OC (centres undefined) | i | i | i | i | -4.8 | i | i | i | i | -6.6 | i
CCOC(=O)c1ccccc1NC(=O)c1ccc2nccnc2c1 | i | i | i | i | -2.4 | i | i | i | i | 18.5 | i
CN(C)C(=O)CNC(=O)CN1C(=O)NC2(CCCc3sccc32)C1=O (centres undefined) | i | i | i | i | -4.6 | i | i | i | i | 3.6 | i
Clc1ccc(N2CCN(c3cnc4ccccc4n3)CC2)cc1 | i | i | i | i | 1.7 | i | i | i | i | 1.9 | i
CC(Sc1ccc(Br)cc1)C(N)=O (centres undefined) | i | i | i | i | 1.2 | i | i | i | i | -3.5 | i
O=C(N/N=C/c1ccco1)Nc1ccccc1 | i | i | i | i | 1.3 | i | i | i | i | -1.4 | i
CCCCCCCCOC(=O)/C=C/c1c(C)[nH]c(=O)[nH]c1=O | i | i | i | i | 0.2 | i | i | i | i | 64.1* | i

(continued)
SMILES | TRPC6 act | RGS4 block | MrgX1 agonist | MrgX1 allo act | HDAC3 inh | TMEM16A act | TRPC6 inh | MrgX1 antagonist | RGS4 act | SKKanGAS inh | TMEM16A inh
CCSc1nc(=O)n(-c2ccccc2)c(C)c1C(C)=O | i | i | i | i | -2.2 | i | i | i | i | -4.7 | i
CCOc1cc(C)c(C(C)C)cc1S(=O)(=O)n1cnc(C)c1 | i | i | i | i | 0.5 | i | i | i | i | -9.2 | i
CN1CCN(C(=O)C2=C[C@@H](c3ccccc3)C[C@@H](OCc3ccc(CO)cc3)O2)CC1 | i | i | i | i | -1.3 | i | i | i | i | -0.7 | i
Cc1ccc(CCNC(=O)CNC(=S)N(Cc2ccccc2)Cc2cccnc2)cc1 | i | i | i | i | 9.6 | i | i | i | i | 10.6 | i
COc1cccc(/C=C/C(=O)c2c(O)cc(C)oc2=O)c1O | i | 7.33* | i | i | -3.1 | i | i | i | i | 9.8 | i
COc1cc(CNCCC2CCOC(C)(C)C2)ccc1O (centres undefined) | i | i | i | i | -1.6 | i | i | i | i | -2.0 | i
Cc1nc(N2N=C(c3ccc(Cl)cc3)CC2c2ccco2)sc1C(=O)N(C)C (centres undefined) | i | i | i | i | -4.1 | i | i | i | i | 2.0 | i
Cc1ccc(N(CCC#N)C(=O)CCl)cc1C | i | i | i | i | -0.2 | i | i | i | i | 2.2 | i
c1ccc(OCCOc2ccccc2-c2nnco2)cc1 | i | i | i | i | -2.1 | i | i | i | i | -4.8 | i
Cc1cc(C)cc(OCC(=O)N(Cc2ccccc2)C2CCS(=O)(=O)C2)c1 (centres undefined) | i | i | i | i | -4.8 | i | i | i | i | 0.4 | i
CCCCOC(=O)c1nnc(-c2ccc(Cl)cc2)o1 | i | i | i | i | -8.6 | i | i | i | i | 10.4 | i
COc1ccc(CC(=O)OCC(=O)NCc2ccccc2Cl)cc1 | i | i | i | i | 2.2 | i | i | i | i | -7.5 | i
Cc1c(C(=O)NCc2ccccc2F)oc2ccccc12 | i | i | i | i | 1.9 | i | i | i | i | 10.4 | i
Cn1cc(CN2CCCC(C(=O)c3ccc(-c4ccccc4)cc3)C2)cn1 (centres undefined) | i | i | i | i | 2.9 | i | i | i | i | -6.8 | i
COc1cc(C(=S)N2CCCC2)ccc1O | i | i | i | i | 0.6 | i | i | i | i | 2.7 | i
COc1ccc(NC(=O)Nc2cc(C)ccc2OC)cc1 | i | i | i | i | -1.6 | i | i | i | i | 1.9 | i
O=C(Oc1ccc(Nc2ncnc3ccccc23)cc1)c1cccnc1 | i | i | x | x | x | i | i | x | i | -2.1 | x
CCOc1ccc(C(CC(=O)O)NC(=O)c2cccs2)cc1 (centres undefined) | i | i | i | i | -3.6 | i | i | i | i | 0.4 | i
COc1ccc(OC)c(S(=O)(=O)Nc2cc3c4c(c2)CCC(=O)N4CCC3)c1 | i | i | i | i | 2.4 | i | i | i | i | 16.8 | i
Cc1cc(C)c(OCC(=O)OCC(=O)NCC2CCCCC2)c(C)c1 | i | i | i | i | -0.9 | i | i | i | i | 6.2 | i
CCN1C(=O)/C(=C\N2CCN(C(=O)c3ccco3)CC2)SC1=S | i | i | i | i | 4.5 | i | i | i | i | 4.9 | i
COCC(C)NC(=O)c1cc(OC)cc(OC)c1 (centres undefined) | i | i | i | i | -1.4 | i | i | i | i | 3.5 | i
Cc1ccc(-n2nc(C(N)=O)nc2-c2ccccc2)cc1 | i | i | i | i | -1.3 | i | i | i | i | -1.3 | i
Cc1cc(C)n(-c2cc(O)c(-n3nc(C)cc3C)cc2O)n1 | i | i | i | i | 6.5 | i | i | i | i | 5.0 | i
CSc1nc(N)cc(=O)[nH]1 | i | i | i | i | -1.8 | i | i | i | i | -7.2 | i

(list continues)
SMILES | TRPC6 act | RGS4 block | MrgX1 agonist | MrgX1 allo act | HDAC3 inh | TMEM16A act | TRPC6 inh | MrgX1 antagonist | RGS4 act | SKKanGAS inh | TMEM16A inh
CC1(C)Nc2ccccc2N(CC(=O)N2CCCCC2)C1=O | i | i | i | i | 0.8 | i | i | i | i | 5.5 | i
O=C(CSc1nc2ccccc2o1)Nc1ccccc1N1CCCCCC1 | i | i | i | i | -6.1 | i | i | i | i | 58.9* | 25*
COCCn1c(N)c(Sc2ccccc2)c(=O)[nH]c1=O | i | i | i | i | -3.1 | i | i | i | i | -3.9 | i
COc1ccccc1OCC(=O)Nc1cccc(C(=O)N2CCOCC2)c1 | i | i | i | i | -11.7 | i | i | i | i | 0.9 | i
CCN(CC)S(=O)(=O)c1ccc2c(c1)[nH]c(=S)n2CC | i | i | i | i | 1.0 | i | i | i | i | 9.8 | i
N/C(=N\OC(=O)/C=C/c1ccccc1)c1ccc(Br)cc1 | i | i | i | i | -5.8 | i | i | i | i | -5.8 | i
CC(NC(=O)CNC(=O)C1CCCCC1)c1cccc(Cl)c1 (centres undefined) | i | i | i | i | -3.5 | i | i | i | i | -7.6 | i
O=C(Nc1ccccc1)c1ccccc1N=Cc1cccc(O)c1 | i | i | i | i | -7.8 | i | i | i | i | 3.4 | i
O=C(c1noc2c1CCCC2)N1CCc2ccccc2C1 | i | i | i | i | 2.9 | i | i | i | i | 2.1 | i
Cc1ccc(NC(=O)C2CCN(c3ncnc4c3nc3n4CCCCC3)CC2)cc1Cl | i | i | i | i | -7.4 | i | i | i | i | 9.5 | i
CC(NC(=O)OCc1ccccc1)C(=O)NCC1CCCO1 (centres undefined) | i | i | i | i | 7.0 | i | i | i | i | -7.0 | i
CCN(CC)S(=O)(=O)c1ccc(O)c(NC(=O)c2ccc(N3CCOCC3)c([N+](=O)[O-])c2)c1 | i | i | i | i | 2.5 | i | i | i | i | 9.2 | i
Cc1ccsc1C(=O)OCC(=O)Nc1sccc1C(N)=O | i | i | i | i | 7.6 | i | i | i | i | 17.4 | i
CCn1ncc(-c2csc(N)n2)c1C | i | i | i | i | 2.1 | i | i | i | i | 1.5 | i
CCCCN(C(=O)CCC(=O)Nc1cc(C)on1)C(C(=O)NC1CCCC1)c1ccccc1C (centres undefined) | i | i | i | i | 1.6 | i | i | i | i | -1.0 | i
O=S1(=O)C=CC(Nc2ccccc2)C1 (centres undefined) | i | i | i | i | x | i | i | i | i | -7.3 | i
CCCCC1=CC2=C(c3ccco3)C(=O)C(C)(OC(=O)c3ccc(OC)cc3)C(=O)C2=CN1CCOC (centres undefined) | i | 4.91* | i | i | 6.4 | i | i | i | i | 2.4 | i
CCC(C)(C)NC(=O)C(c1cccn1C)N(Cc1ccccc1)C(=O)Cn1nnc2ccccc21 (centres undefined) | i | i | x | x | x | i | i | x | i | -5.1 | x

Compound activity (PubChem)
